MEKK2 WT-MEK5 – raises or lowers MEK5 binding to wildtype human MEKK2 PB1 domain; binding response (% of control), % at 10 µM; bead flow cytometry, Alexa488-MEK5 binding to MEKK2 WT; actives lie on both sides; 290,000 tested, 1.1% active; Q9Y2U5; in the data active means binding response below about 67% or above about 130%
MEKK2 mut-MEK5 – signal of MEK5 binding to mutant human MEKK2 PB1 domain | bead flow cytometry, Alexa488-MEK5 binding to MEKK2 mutant | percent response, % at 10 µM | 290,000 tested, 0.35% active; in the data active means percent response above about 24%, passing the limit was not always enough; further: inactives centre near 1; some results filed as inactive read as strong as hits
GalR3 antagonist – antagonists of human GalR3. AID 651719. HEK293 GalR3-CNG cAMP membrane potential fluorescence; galR3 body fused to GalR1 C-terminus. 360,000 tested, 0.44% active. O60755. inhibition, % at 3 µM;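 active means inhibition above the screen-wide average plus 3 SD, cut at about 13% in these data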;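 further: forskolin and galanin both at EC90 stimulate the cells; cAMP rise reported by CNG channel membrane potential dye signal; 0% = forskolin plus galanin with DMSO and 100% = forskolin alone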
CRFR2-BP ag – agonists of human CRF-binding protein/CRF-R2 receptor complex. HEK293 CRF-R2/CRF-BP, calcium dye fluorescence (FLIPR); percent of saturating CRF peptide response. activation, % at 13.2 µM. 350,000 tested, 0.46% active. AID 588473;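 active means activation of at least 50%, plus an integration ratio under a set limit after plate pattern correction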;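 further: plate controls were neutral control wells without compound for no effect and CRF at EC100 for full effect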
CRFR2-BP antag – antagonists of CRF-binding protein/CRF-R2 receptor complex; HEK293 CRF-R2/CRF-BP, CRF-induced calcium fluorescence; inhibition, % at 11.8 µM; 350,000 tested, 0.59% active;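 active means inhibition of the ligand-induced calcium signal above about 50% at the single tested concentration, limit read from the data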
FID counter – displaces DNA intercalator in HCV helicase counter-screen | AID 1845 | inhibition, % at 7.9 µM | DNA fluorescent intercalator displacement, fluorescence | 290,000 tested, 0.17% active; in the data active means inhibition above about 37%;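 further: 0% = vehicle and 100% = reference compound; higher means more ethidium bromide displaced from hairpin DNA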
NS3 helicase inh – blocks Hepatitis C virus NS3 helicase unwinding | NS3 helicase DNA unwinding, Cy5 molecular beacon fluorescence | inhibition, % at 10.9 µM | 290,000 tested, 0.56% active | AID 1800;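 active means inhibition above the mean of all tested compounds plus 3 SD, set per campaign, cut at about 35% in these data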;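 further: 0% = DMSO wells and 100% = thioflavine S control wells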
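assay system = NS3 helicase fragment of HCV | buffer or medium = MOPS pH 6.5, MgCl2, DTT, Tween20, BSA | timing = 60 min unwinding reaction at 25 °C after ATP addition | signal = Cy5 beacon fluorescence read at start and 1 h | read-out basis = % inhibition of unwinding | control set = low DMSO, high thioflavine S at 110 µM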
SUMO HTRF inh – blocks human SUMOylation mediated by UBC9 | P63279 | HTRF SUMOylation assay, SAE1/SAE2 + UBC9, in vitro | inhibition, % at 35 µM | 290,000 tested, 0.36% active | AID 2006; in the data active means inhibition above about 50%, passing the limit was not always enough; further: strong numbers were not always called active
Target sequence (P63279 whole entry, looked up): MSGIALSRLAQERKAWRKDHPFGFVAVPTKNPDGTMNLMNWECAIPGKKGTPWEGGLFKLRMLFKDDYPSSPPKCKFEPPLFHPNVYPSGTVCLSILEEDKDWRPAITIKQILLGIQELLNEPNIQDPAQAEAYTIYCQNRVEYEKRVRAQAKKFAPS
MEKK3 PB1 HTS – raises or lowers MEK5 binding to the human MEKK3 PB1 domain; Q99759; bead-based flow cytometry, Alexa488-MEK5 binding to MEKK3; actives lie on both sides; 0 = blocked by unlabeled MEK5, 100 = vehicle; binding response (% of control), % at 10 µM; 290,000 tested, 1.4% active; AID 1529;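 active means binding response more than 3 SD above or below the average of its plate-row segment, actives on both sides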;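 further: Alexa488 bead fluorescence after subtracting the streptavidin-only scavenger bead signal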
Target sequence (Q99759 whole entry, looked up, the tested form may be a part): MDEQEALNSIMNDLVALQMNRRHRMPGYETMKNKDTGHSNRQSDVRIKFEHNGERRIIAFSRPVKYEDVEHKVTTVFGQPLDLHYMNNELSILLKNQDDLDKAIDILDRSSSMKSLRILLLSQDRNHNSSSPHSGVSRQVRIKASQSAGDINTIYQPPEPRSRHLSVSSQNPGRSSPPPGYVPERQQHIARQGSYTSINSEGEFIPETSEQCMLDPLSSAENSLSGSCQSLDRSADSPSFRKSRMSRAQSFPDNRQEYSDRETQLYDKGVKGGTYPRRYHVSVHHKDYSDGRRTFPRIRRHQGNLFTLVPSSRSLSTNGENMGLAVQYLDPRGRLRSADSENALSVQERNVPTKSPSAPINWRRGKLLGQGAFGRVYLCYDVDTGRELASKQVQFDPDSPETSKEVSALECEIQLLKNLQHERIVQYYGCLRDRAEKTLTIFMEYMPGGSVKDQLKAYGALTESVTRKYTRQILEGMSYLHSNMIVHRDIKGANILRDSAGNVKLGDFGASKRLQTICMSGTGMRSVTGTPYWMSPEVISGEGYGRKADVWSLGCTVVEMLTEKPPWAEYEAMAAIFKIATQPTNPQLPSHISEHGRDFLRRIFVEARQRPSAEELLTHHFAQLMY
* hit, by the source's call; / = not tested or not shown.

SMILES	MEKK2 WT-MEK5	MEKK2 mut-MEK5	GalR3 antagonist	CRFR2-BP ag	CRFR2-BP antag	FID counter	NS3 helicase inh	SUMO HTRF inh	MEKK3 PB1 HTS
COc1cccc(NC(=O)CN(c2cccc(F)c2)S(C)(=O)=O)c1	99	1	-6	0.0	0	-2	11	14	102
CSCCC(NC(=O)c1ccccc1)C(=O)N/N=C(\C)Cc1ccccc1 (centres undefined)	96	-7	2	44	-35	-16	5	-4	96
Cc1ccc2c(c1)N(C(=O)CCC(=O)NCCCN(C)Cc1ccccc1)CCO2	111	4	/	-3.8	1	7	-6	0	102
COc1ccc(C2/C(=C(\O)c3cc(C)ccc3C)C(=O)C(=O)N2CCN(C)C)cc1OC (centres undefined)	99	3	4	2.2	47	-3	7	9	98
CCOc1ccc(N2C(=O)C3C(C2=O)C3(c2ccccc2)c2ccccc2)cc1 (centres undefined)	91	-3	1	8.3	-10	-28	-2	6	94
O=C(/C=C/c1ccccc1)OCCN1C(=O)c2ccccc2C1=O	96	-3	-7	0.5	6	-30	6	-4	93
CC(C)c1ccc(NC(=O)C2C3C=CC4(O3)C2C(=O)N(CCCN2CCOCC2)C4C(=O)NC2CCCCC2)cc1 (centres undefined)	103	4	-10	-0.4	-2	11	17	12	102
O=C(COC(=O)c1ccc(O)cc1)Nc1cccc(S(=O)(=O)N2CCCCC2)c1	89	-9	2	-1.3	4	-20	-10	11	91
CC(C)Oc1cccc(C(=O)Nc2ccc(Br)cc2F)c1	101	-1	-3	3.5	-2	-6	-3	-8	114
Cn1c(=O)c2c(nc(SCC(=O)Nc3ccccc3N3CCCCC3)n2C)n(C)c1=O	102	3	1	0.2	-2	-8	2	12	105
Cc1cccc(-c2cc3nc(C)cc(NCCCn4ccnc4)n3n2)c1	106	2	-6	1.0	-1	24	-6	23	103
CCN(c1ccc(F)cc1)S(=O)(=O)c1cccc2nsnc12	104	3	-11	-0.7	15	-3	5	12	104
CCO[C@H]1OC(C(=O)O)=C[C@@H](c2coc3ccccc3c2=O)[C@@H]1CCCO	96	-4	-7	-0.7	2	/	/	/	98
CC1=NN(S(=O)(=O)c2ccc(F)cc2)C(=O)c2ccccc2O1	104	2	-3	-1.6	0	-6	4	-3	106
Cn1cc(CN2CCC[C@H]2CO)c(-c2cccc(Cl)c2)n1	94	-7	-5	3.6	13	-1	-4	4	98
O=C(NCc1cccc(Cl)c1)C1CCC(=O)N(CCN2CCOCC2)C1 (centres undefined)	105	7	-1	1.1	3	-6	1	1	105
CCOC(=O)c1cc2sc(C)cc2n1CC(=O)NCCc1ccccc1	98	3	-2	-3.2	7	-10	-5	0	104
CCCc1nnc(NC(=O)CCC(=O)Nc2ccc(F)cc2)s1	99	4	-10	-1.6	-2	-9	-14	10	99
N#CCCn1cc(C(=O)Nc2ccccn2)c(-c2ccccc2)n1	112	11	-12	-0.3	6	-3	3	2	106
COC(=O)C1=C(C)N(c2ccc(F)c(Cl)c2)C(=O)C1	99	2	-3	0.4	-26	-19	10	-30	102
O=C(CC(NC(=O)C(F)(F)F)c1ccccc1)Nc1nnc(CCc2ccccc2)s1 (centres undefined)	103	0	-1	0.1	-28	-8	-8	43	88
O=C(Nc1ccccn1)c1c(O)c2cccc3c2n(c1=O)CCC3	102	-2	-2	-0.1	5	1	9	7	99
COc1ccc(C(CC(=O)c2ccccc2)CC(=O)c2ccccc2)cc1OC	96	0	-5	-0.4	27	-18	-44	-13	107
O=C(Nc1ccc(S(=O)(=O)O)cc1)c1ccc2c(c1)S(=O)(=O)c1ccccc1C2=O	104	3	-6	-1.2	7	/	/	/	107
CS(=O)(=O)c1ccc2nc(NC(=O)c3cc4ccccc4o3)sc2c1	108	2	-4	0.0	-24	-2	0	17	104
NS(=O)(=O)c1cccc(NC(=O)COc2ccc([N+](=O)[O-])cc2)c1	97	-3	-2	-6.2	25	1	6	7	100
COc1ccc(/C=N/NC(=O)c2ccc3c(c2)NC(=O)C(C)(C)O3)cc1OC	106	5	-9	0.1	-3	-38	6	13	102
CCOC(=O)C1=NNC(C(=O)c2ccc(C)cc2)C1c1ccc(C)cc1 (centres undefined)	98	-2	-4	-0.6	-14	-26	-7	-23	98
CCOC(=O)C1(CCCc2ccccc2)CCN(C(=O)Cn2nc(C)nc2C)CC1	91	-12	-7	-1.5	21	-34	3	0	91
CCn1c(SCC(=O)Nc2ccc3[nH]c(=O)[nH]c3c2)nnc1-c1ccccc1	79	-8	-7	-1.2	5	-14	-7	-11	81

Quoted from the listing:
COC(=O)C1=C(C)N(c2ccc(F)c(Cl)c2)C(=O)C1 | GalR3 antagonist: -3
N#CCCn1cc(C(=O)Nc2ccccn2)c(-c2ccccc2)n1 | NS3 helicase inh: 3

Remaining list, next part.
SMILES	MEKK2 WT-MEK5	MEKK2 mut-MEK5	GalR3 antagonist	CRFR2-BP ag	CRFR2-BP antag	FID counter	NS3 helicase inh	SUMO HTRF inh	MEKK3 PB1 HTS
O=C(Nc1ccccc1C(=O)O)c1ccc(Cl)c(S(=O)(=O)N2CCOCC2)c1	90	-1	1	1.5	5	-25	34	20	87
O=C(Nc1ccc(-c2cn3ccccc3n2)cc1)c1cccs1	101	3	-3	-1.0	5	6	7	45	107
CN(Cc1nc(-c2cccnc2)no1)S(=O)(=O)c1ccc2ccccc2c1	103	3	-3	-3.3	-21	-22	1	18	105
CS(=O)(=O)N1CCC(C(=O)Nc2ccc(Br)cc2F)CC1	100	8	-7	0.1	-30	1	-3	29	104
Nc1nnc(SCC(=O)OCC(=O)Nc2ccccc2F)s1	107	0	-3	-0.6	33	-1	2	4	107
COc1ccc(N2C(N)=C(C#N)C(c3ccsc3)C3=C2CCCC3=O)c(OC)c1 (centres undefined)	94	-4	2	-3.1	16	-22	0	29	90
c1ccc2[nH]c(NCCCN3CCOCC3)nc2c1	104	2	-3	-2.8	-5	15	2	-11	99
COCCNC(=S)N1CCN(c2nc3ccccc3s2)CC1	101	1	-7	-0.7	-8	-13	-7	-4	102
NS(=O)(=O)c1cccc(NC(=O)c2cccnc2Oc2ccccc2)c1	92	-13	-5	-0.4	-2	-5	2	20	94
COc1ccc2sc(NC(=O)CC(C)C)nc2c1	99	-1	-4	1.5	-29	-3	4	-18	104
COCCn1c(=N)c(C(=O)NCc2ccco2)cc2c(=O)n3cc(C)ccc3nc21	98	-1	1	11	84*	-1	7	26	97
COC1CCN(C(=O)c2ccc3oc(C(C)C)nc3c2)CC1	104	2	-2	1.8	-6	-7	-1	8	101
COC(=O)c1sc2nc3c(c(-c4cccs4)c2c1N)CCCC3	89	-2	-4	2.9	-33	-1	-6	8	93
O=C(NCCSCc1ccco1)Nc1ccc(Cl)cc1	111	18	-4	-0.8	11	-1	-8	11	110
COc1ccc(/C=C(\C#N)C(=O)OCC(=O)NC2CC2)cc1	103	3	-3	-0.6	-3	0	8	18	102

An excerpt from above in order of molecular weight, rising.
SMILES	MEKK2 WT-MEK5	MEKK2 mut-MEK5	GalR3 antagonist	CRFR2-BP ag	CRFR2-BP antag	FID counter	NS3 helicase inh	SUMO HTRF inh	MEKK3 PB1 HTS
O=C(Nc1ccc(-c2cn3ccccc3n2)cc1)c1cccs1	101	3	-3	-1.0	5	6	7	45	107
CCN(c1ccc(F)cc1)S(=O)(=O)c1cccc2nsnc12	104	3	-11	-0.7	15	-3	5	12	104
Nc1nnc(SCC(=O)OCC(=O)Nc2ccccc2F)s1	107	0	-3	-0.6	33	-1	2	4	107
CCO[C@H]1OC(C(=O)O)=C[C@@H](c2coc3ccccc3c2=O)[C@@H]1CCCO	96	-4	-7	-0.7	2	/	/	/	98
COc1ccc(/C=N/NC(=O)c2ccc3c(c2)NC(=O)C(C)(C)O3)cc1OC	106	5	-9	0.1	-3	-38	6	13	102
CSCCC(NC(=O)c1ccccc1)C(=O)N/N=C(\C)Cc1ccccc1 (centres undefined)	96	-7	2	44	-35	-16	5	-4	96

Next part
SMILES	MEKK2 WT-MEK5	MEKK2 mut-MEK5	GalR3 antagonist	CRFR2-BP ag	CRFR2-BP antag	FID counter	NS3 helicase inh	SUMO HTRF inh	MEKK3 PB1 HTS
CCC(C)c1ccc(OCCn2cc(/C=N/NC(=O)CSc3nnc(C)s3)c3ccccc32)cc1 (centres undefined)	93	-4	1	-0.1	-25	-8	-4	-26	99
Oc1[nH]c2ccccc2c1/C=N/c1nccs1	/	/	-4	0.8	8	-2	6	-28	/
O=C(O)CN1C(=O)COc2cc(S(=O)(=O)N3CCCC3)ccc21	101	2	0	-0.6	12	3	-3	6	101
Cc1c(/C=N/N=C2\CCC3C4CCc5cc(O)ccc5C4CCC23C)cnn1C (centres undefined)	90	-10	5	-0.4	-1	-4	3	2	89
CSc1ccccc1NC(=O)CN(c1ccccc1)S(=O)(=O)N(C)C	101	-1	-3	0.0	-3	-17	-8	-12	99
COc1cc(C(=O)NC2=NCCS2)ccc1OCc1c(C)noc1C	101	5	-4	0.5	3	-11	2	-10	98
O=C(NC(=S)Nc1nc2c(ccc3ccccc32)s1)c1cccs1	98	-1	0	0.7	-8	-1	18	27	102
O=C(C(=O)c1ccc(O)cc1)c1ccccc1	101	2	-6	-0.8	9	-1	-9	2	100
COc1ccc(N2CCN(S(=O)(=O)c3cccc4nsnc34)CC2)cc1	97	-1	-1	-0.4	1	2	-3	5	95
Cc1ccc(CSc2nc3c(c(SCC(=O)O)n2)CCCC3)cc1	103	2	5	-2.6	33	-36	23	22	97
COc1ccc(N2CCN(S(=O)(=O)c3ccc(Cl)s3)CC2)cc1	103	5	-2	-0.7	-8	-2	15	-3	109

Structures listed above that bear a hit mark in CRFR2-BP antag.
Molecule | MEKK2 WT-MEK5 | MEKK2 mut-MEK5 | GalR3 antagonist | CRFR2-BP ag | CRFR2-BP antag | NS3 helicase inh | SUMO HTRF inh | MEKK3 PB1 HTS
COCCn1c(=N)c(C(=O)NCc2ccco2)cc2c(=O)n3cc(C)ccc3nc21 | 98 | -1 | 1 | 11 | 84* | 7 | 26 | 97

Screening data deposited in PubChem BioAssay by several laboratories.

The list is partial; the hit share may differ from the screen's.
